# TNAP inh no acc: human TNAP enzyme inhibitors, primary screen, biochemical, luminescent, no phosphate acceptor, uHTS; inhibition, % at 20 µM; 200,000 tested, 0.26% active; purified TNAP, CDP-star luminescence, 30 min; Alkaline phosphatase, tissue-nonspecific isozyme (Homo sapiens), P05186;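 active = tissue-nonspecific alkaline phosphatase inhibition above about 50% at 20 µM in the single-dose screen, limit read from the data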;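 note: 0% = DMSO negative control and 100% = EDTA positive control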
# PMI activator: activators of human PMI, primary screen, biochemical, fluorescence intensity, near-Km mannose 6-phosphate; AID 1214, 2008; 190,000 tested, 0.005% active; purified human PMI, coupled resazurin fluorescence, 20 min; active compounds read high; 1 = vehicle control, 0 substrate-free wells; Mannose-6-phosphate isomerase (Homo sapiens), P34949; activation factor at 20 µM;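 active = activation factor of 2 or more at 20 µM, relative to plate controls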
# Target sequence (P34949 whole entry, looked up): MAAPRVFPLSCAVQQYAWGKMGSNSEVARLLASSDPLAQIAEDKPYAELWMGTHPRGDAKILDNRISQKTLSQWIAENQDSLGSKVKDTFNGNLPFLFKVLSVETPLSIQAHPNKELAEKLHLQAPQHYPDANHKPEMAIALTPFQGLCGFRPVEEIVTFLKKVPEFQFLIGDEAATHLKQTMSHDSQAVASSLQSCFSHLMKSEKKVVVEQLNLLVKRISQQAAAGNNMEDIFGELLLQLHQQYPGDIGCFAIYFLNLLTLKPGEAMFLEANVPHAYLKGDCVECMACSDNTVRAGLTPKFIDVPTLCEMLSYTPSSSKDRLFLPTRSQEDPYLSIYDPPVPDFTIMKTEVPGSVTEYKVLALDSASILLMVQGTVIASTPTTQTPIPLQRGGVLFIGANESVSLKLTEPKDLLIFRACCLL
# FLuc act counter: FLuc activators, initial screening, artefact control for FLuc-dependent activation tests, biochemical, ATPlite luminescence | activation factor at 10 µM | 200,000 tested, under 10 active | Luciferin 4-monooxygenase (Photinus pyralis), P08659 | ATPlite luciferase biochemical, 10 min; 0 = ATP-free wells, 1 = DMSO control;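 active = luciferase activation factor, scaled between plate controls, of at least 2 with compound at 10 µM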
# Target sequence (P08659 whole entry, looked up): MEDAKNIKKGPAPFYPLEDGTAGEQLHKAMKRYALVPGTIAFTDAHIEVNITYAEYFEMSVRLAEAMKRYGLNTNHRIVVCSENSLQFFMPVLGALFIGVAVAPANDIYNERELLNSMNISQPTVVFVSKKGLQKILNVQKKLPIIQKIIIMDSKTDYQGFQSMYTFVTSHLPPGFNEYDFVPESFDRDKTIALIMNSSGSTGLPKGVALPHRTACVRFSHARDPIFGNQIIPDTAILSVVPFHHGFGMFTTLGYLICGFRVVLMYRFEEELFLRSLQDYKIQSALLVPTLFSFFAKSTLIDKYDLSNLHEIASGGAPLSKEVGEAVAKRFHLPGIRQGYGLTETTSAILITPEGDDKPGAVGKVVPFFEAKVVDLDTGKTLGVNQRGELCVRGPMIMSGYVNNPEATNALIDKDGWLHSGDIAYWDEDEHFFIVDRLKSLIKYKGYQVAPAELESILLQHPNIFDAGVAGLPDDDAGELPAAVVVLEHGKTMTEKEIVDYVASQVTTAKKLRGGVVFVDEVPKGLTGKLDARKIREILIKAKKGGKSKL
#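 test system = cell-free luciferase reagent | medium = PBS as buffer for the ATP substrate | dosing = test compounds dosed from 2 mM stocks in 100% DMSO | incubation = 10 min at ambient temperature | detection = luminescence measurement of luciferase light output | benchmarks = low control with PBS replacing ATP, high control enzyme plus ATP without compound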
# bIAP act: bovine intestinal alkaline phosphatase activators, primary screen, biochemical, bovine IAP, CDP-star luminescence; activation factor at 20 µM; 200,000 tested, 0.17% active; purified bovine IAP, 30 min; active compounds read high; fold of DMSO-control signal, blank-subtracted; alkaline phosphatase, intestinal [Bos taurus];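 active = activation factor of 2 or more at 20 µM, a signal rise over negative controls twice the positive control's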
# PMI act satM6P: human PMI activators, high substrate, primary screen, biochemical, fluorescence intensity, near-saturating mannose 6-phosphate. coupled PMI enzyme assay, resazurin fluorescence, 20 min; active compounds read high; 1 = untreated enzyme, 0 = substrate-free blank. activation factor at 20 µM. 190,000 tested, 0.34% active. AID 1216, 2008;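 active = activation factor of 2 or more at 20 µM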
#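 Test system: human phosphomannose isomerase with PGI, G6PDH, diaphorase coupling enzymes / Doses: 20 µM compound, 1% DMSO / Times: enzyme reaction with compound 20 min at room temperature / Measured by: Diaphorase-driven resazurin-to-resorufin fluorescence, excitation 544, emission 590 nm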
# APP 5'UTR act: activators of APP 5'UTR luciferase reporter, primary screen, SH-SY5Y cells. activation, % at 2 µM. 190,000 tested, 1% active. SH-SY5Y APP 5'UTR luciferase reporter, luminescence; zero percent = DMSO vehicle wells;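 active = activation above a set limit, based on mean plus 3 SD of controls, cut at about 140% in these data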; note: values of inactives mirror those of a sister screen read the other way
# TNAP inh hiacc: human TNAP enzyme inhibitors, primary screen, biochemical, luminescent, high phosphate acceptor level, uHTS. Alkaline phosphatase, tissue-nonspecific isozyme (Homo sapiens), P05186. inhibition, % at 20 µM. purified TNAP, CDP-star luminescence, 1 M DEA. AID 1135, 2008. 200,000 tested, 0.03% active;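 active = over 50% inhibition of tissue-nonspecific alkaline phosphatase at 20 µM in the single-dose screen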;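 note: plate controls were DMSO wells for no effect and EDTA-quenched wells as full inhibition for full effect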
# TNAP act hi DEA: TNAP activators at high phosphate acceptor level, primary screen, biochemical, luminescence, uHTS; activation factor at 20 µM; 200,000 tested, under 10 active; purified TNAP, CDP-star luminescence, 1 M DEA, 30 min; active compounds read high; 0 = EDTA background, 1 = DMSO-only activity;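 active = activation factor at least 2 at 20 µM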
#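 Assay system: human TNAP; Input: enzyme diluted 1/800 final; Reagent: CDP-star luminogenic substrate at 100 µM final; Timing: 30 min, room temperature; Signal: luminescence; Evaluation: TNAP activation factor scaled between EDTA and DMSO control wells.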
# FLuc inhib CS: firefly luciferase enzyme inhibitors, primary screen, artefact control for luciferase-based inhibitor screens, biochemical, luminescence, ATPLite | AID 1006, 2008 | inhibition, % at 10 µM | 10 min | 200,000 tested, 1.5% active | Luciferin 4-monooxygenase (Photinus pyralis), P08659;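 active = inhibition above about 50% when tested at 10 µM, limit read from the data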
# NF-kB expr up: activators of NF-kB expression in neurons, primary screen, cell-based, HTS; human neuronal cells, NF-kB reporter expression; active compounds read high; AID 1239, 2008; 190,000 tested, 1.6% active; fold change at 12.5 µM; in the data active = fold change above about 3.3
# Starred values were filed as active, the others as inactive; · = not tested or not shown.
# Fields: TNAP inh no acc	PMI activator	FLuc act counter	bIAP act	PMI act satM6P	APP 5'UTR act	TNAP inh hiacc	TNAP act hi DEA	FLuc inhib CS	NF-kB expr up
Cc1snc(SCC(=O)c2ccc([N+](=O)[O-])cc2)c1C#N
  -12	0.4	1.1	0.9	0.6	31	1	1	-5	1.2
COc1cc2c(cc1OC)C(COc1ccccc1OC)N(C(=O)C(C)C)CC2 (stereo not drawn)
  -8	1.2	1.1	1	1.2	0	-1	1	-7	0.9
Cc1onc(C(=O)Nc2sc3c(c2C#N)CCCC3)c1[N+](=O)[O-]
  4	0.7	0.8	1.1	0.7	13	4	1	18	1.8
CC(=O)Nc1ccc(-c2nnc(SCc3ccccc3C#N)n2C)cc1
  -10	1	1.1	1	1	·	-4	1	-7	1.4
O=C(NCc1cccnc1)C(=O)Nc1nc2ccccc2s1
  -11	1.1	0.7	0.8	1	7	-5	1.1	34	1.5
COC(=O)c1sc(S(=O)(=O)N2CCC(C(N)=O)CC2)c(C(=O)OC)c1C
  -14	1.1	1	1	1.1	-1	-8	1.1	-4	1.3
CCOc1ccc(S(=O)(=O)N(CC(=O)NCC(F)(F)F)Cc2ccco2)cc1
  -14	1.1	1.1	1	1	1	-1	1	-7	1.1
CCOC(=O)N1CCN(/C=C(\C#N)c2nc3ccccc3s2)CC1
  3	1	1	0.8	1	15	-7	1.1	-3	1.2
O=C1S/C(=C\c2ccc(Cl)cc2)C(=O)N1CCn1cnnn1
  12	1.1	1	1	1	4	0	1	-3	1.1
O=[N+]([O-])c1ccccc1S(=O)(=O)N1CCN(Cc2ccc3c(c2)OCO3)CC1
  -4	1	1	1.1	1	2	-4	1	-5	1.1
O=C(CNC(=O)c1cccs1)NC1=NCCS1
  -9	0.9	1	0.9	1	8	-2	1	-2	1.6
O=C(CSc1nnc(-c2c[nH]c3ccccc23)n1-c1ccc(F)cc1)NCc1ccco1
  -13	1	1	0.9	0.9	15	-3	1	-4	1.1
Cc1ccc(CNC(=O)CCCC(=O)O)cc1
  -7	0.9	1.1	1	1	1	-3	1	-5	0.85
Cc1c(Nc2cc(N3CCOCC3)c3nonc3c2[N+](=O)[O-])c(=O)n(-c2ccccc2)n1C
  -2	0.8	1	0.9	0.7	-4	8	0.9	1	1.1
CN(C)c1ccc(N2CC(C)(C)C2=O)cc1
  0	1	1	1	0.9	-3	-1	1	-2	1.2
COc1ccccc1-n1c(=S)sc2c(=O)n(Cc3ccco3)c(SC)nc21
  -7	0.8	1	0.9	0.9	14	0	1	-3	1
CC1CN(S(=O)(=O)c2cccc(-c3cn4cccnc4n3)c2)CC(C)O1 (stereo not drawn)
  -10	1.1	1	1	1	·	-8	1.1	-4	·
C=CCn1c(C)cc(C(=O)COC(=O)c2ccc(N)c([N+](=O)[O-])c2)c1C
  7	0.8	0.9	0.9	0.9	211*	3	1	13	4.4*
CCOc1cccc(-c2nnc(SCC(=O)Nc3ccc(OC)c(OC)c3)n2N)c1
  -11	1	1	1	0.9	-8	-5	1	-2	1.4
O=C(NC(=S)NCCC1=CCCCC1)c1cncc(Br)c1
  6	1	1	1.2	0.9	20	3	1	1	1.1
CCOC(=O)C1(CCc2ccccc2)CCN(C(=O)CCn2cncn2)CC1
  -11	1	1.1	1	1	41	-6	1.1	-6	·
Cc1ccc(-n2nnc(-c3nccs3)n2)cc1
  -6	1	0	1	1	118	-2	1	96*	2.5
COc1ccccc1CNC(=O)CN(c1cccc([N+](=O)[O-])c1)S(C)(=O)=O
  -18	1.1	1.1	1.1	1	3	-2	1	-9	0.98
Cc1cccnc1NC(=O)c1cc2ccccc2oc1=O
  -20	1	0.5	1	1.1	176*	-1	1	50	4.2*
Cc1cc(OCCOCCN(C)C)ccc1Cl
  -13	1	1	1.3	0.9	-6	-7	1.1	-3	1.4
Cc1c(NC(=O)C(C)OC(=O)C(NC(=O)c2ccco2)C(C)C)c(=O)n(-c2ccccc2)n1C (stereo not drawn)
  -9	1	1	1	1	66	-1	1	-2	1.3
Cc1sc2nc(CN(Cc3cccs3)C(=O)C3CC3)[nH]c(=O)c2c1C
  -11	1.1	1	1	0.9	-11	-6	1.1	-4	0.9
CCn1ncc(/C=N/NC(=O)c2cc(Cl)ccc2OC)c1C
  -9	1.1	1	1	1.1	50	-4	1	0	1.4
CCOc1ccc(NS(=O)(=O)c2ccc3[nH]c(=O)cc(C(=O)O)c3c2)cc1
  -17	1	1.1	0.9	1	13	-5	1	-5	1
COc1ccc(-n2ncc3c(=O)n(CC(=O)N4c5ccccc5CC4C)cnc32)cc1 (stereo not drawn)
  -5	1.1	1.1	1.3	1.1	14	-3	1	-9	1.1
O=C(COc1ccc(F)cc1Br)NCc1ccccn1
  -4	0.8	1	0.8	0.8	16	2	1	0	1.7
O=C(CSc1n[nH]c(C2CCCC2)n1)NC1CCCC1
  18	1.1	1.1	0.9	1.1	-7	-7	1.1	-5	1.8
CC(=O)N1CCN(c2ccc(NC(=O)COc3ccc(Cl)cc3Cl)cc2)CC1
  -7	0.9	1	1	0.9	-14	-6	1.1	-2	0.85
CCn1cc(C(=O)NCc2ccco2)c(=O)c2cc(F)c(N3CCN(C(=O)c4ccco4)CC3)cc21
  -4	0.9	1	1	1	16	-2	1	-3	0.43
CN(C)Cc1n[nH]c(=O)c2ccccc12
  -9	1	1	1	1	12	-5	1	-5	1.4
Cc1ccc(C(=O)NCc2ccc3c(c2)OCO3)cc1S(=O)(=O)N1CCOCC1
  -10	0.8	1	1	0.9	12	-3	1	-2	1.1
COc1ccc(NC(=O)N2CCCC(CNS(=O)(=O)c3cccs3)C2)c(C)c1 (stereo not drawn)
  -2	1	1.1	1	1	1	-6	1.1	-6	0.88
Cc1cc(/C=N/NC(=O)c2cccc(N(C)C)c2)c(C)n1-c1cc(C(=O)O)cc(C(=O)O)c1
  -16	1.1	1	1.1	0.8	4	-2	1	3	1.4
Cc1c(NC(=O)Cn2nc(C(F)(F)F)c3c2CCCC3)c(=O)n(-c2ccccc2)n1C
  -14	1	1.1	0.9	1	6	-3	1	-8	1.1
CCOC(=O)c1cc([N+](=O)[O-])sc1NC(=O)CC
  19	1.1	1.1	1	1.1	2	20	0.8	-6	0.96

# Individual results from the results shown:
# COc1ccc(NC(=O)N2CCCC(CNS(=O)(=O)c3cccs3)C2)c(C)c1 (stereo not drawn) in TNAP act hi DEA has 1.1
# Cc1ccc(C(=O)NCc2ccc3c(c2)OCO3)cc1S(=O)(=O)N1CCOCC1 in APP 5'UTR act has 12
# O=C(COc1ccc(F)cc1Br)NCc1ccccn1 in TNAP inh no acc has -4

# The listing continues:
# Fields: TNAP inh no acc	PMI activator	FLuc act counter	bIAP act	PMI act satM6P	APP 5'UTR act	TNAP inh hiacc	TNAP act hi DEA	FLuc inhib CS	NF-kB expr up
CSc1ccccc1NC(=O)c1c(Br)cnn1C
  -3	1.1	1.1	0.9	1.1	-51	-5	1	-6	1.1
COc1cc(=O)n2c(n1)SCCC2
  -7	1	1.1	1	1	-17	-3	1	-8	1.1
CC(C)CC1(C(=O)NCc2ccccn2)C=CCN1C(=O)c1ccccc1 (stereo not drawn)
  -5	1.1	1.1	0.9	1	4	-2	1	-7	1.1
Nc1nonc1-c1nc2ccccc2n1CC(=O)N1CCCCC1
  -12	1	1	0.8	0.9	9	-4	1	-4	1
O=C(Nc1cccc(C(=O)O)c1)/C(=C\c1ccc2c(c1)OCO2)NC(=O)c1ccccc1
  -8	1.2	1.1	1	1.3	9	-2	1	-9	1.4
O=C(CN1C(=O)CSc2ccc(S(=O)(=O)N3CCCCC3)cc21)NCc1cccnc1
  -5	0.9	1	0.9	0.9	-22	-2	1	-2	1.1
C=CCn1c(SCC(=O)NCc2ccc3c(c2)OCO3)nnc1C1CCCCC1
  -6	1	1.1	1	0.9	30	-10	1.1	-7	0.94
COc1ccc(CC(=O)NNC(=O)c2cccs2)cc1OC
  -11	1	1.1	1	1	20	-9	1.1	-6	0.87
CC(=O)NC(=S)Nc1ccc(S(=O)(=O)Nc2nc(C)cc(C)n2)cc1
  -20	1.1	1.1	1	1	0	-5	1	-9	1.1
CCCOc1cccc(C(=O)NC(=S)Nc2cccc(C(F)(F)F)c2)c1
  -1	0.9	1	0.9	0.9	12	3	1	-3	1.6
Cc1ccc(SCC(=O)c2c(C)[nH]c3ccccc23)cc1
  1	0.7	1	0.6	0.9	-7	-3	1	-3	1.4
Cc1cnc(C(=O)Nc2nnc(C)s2)cn1
  0	1	1.1	1.2	1	-14	-6	1.1	-7	1.3
O=C(c1cc(Cl)cc(Cl)c1)N1CCOCC1
  -12	0.9	1	0.9	0.9	7	-1	1	-3	1
Cc1ccccc1C=Nc1ccccc1C(N)=O
  -10	1.1	1	1.1	1	6	-5	1.1	0	0.97
Cc1ccc(C(=O)N2CC3(C(C)C)CN(C(=O)c4ccc(C)cc4)CC(C(C)C)(C2)C3=O)cc1
  4	1	1.1	0.9	1.1	9	-1	1	-9	1.3
CCOC(=O)c1ccc(N/C=C2\CCCCC2=O)cc1
  -9	1	0.7	0.9	1	31	-5	1	35	1
COc1ccc(-n2c(C)nc3cc(C(=O)NCc4ccco4)ccc32)cc1
  -10	1	1	1	1	7	4	1	-2	1.1
Cn1c(=Nc2ccc(N3CCOCC3)cc2)ccc2ccccc21
  -4	0.2	1.1	0.9	0.9	0	2	1	-5	1.1
Cn1c(CN2CCCCC2)c(C#N)c2ccccc21
  -7	1.1	1	1	1	6	-5	1.1	-3	1.1
Cc1ccc(S(=O)(=O)N[C@@H](Cc2ccccc2)C(=O)CCl)cc1
  -11	1.2	1	0.9	1.1	-10	-5	1	-4	1
O=C1CS/C(=N/N=C2C3CC4CC(C3)CC2C4)N1
  -13	0.9	1	0.9	1	11	1	1	-5	1.1
O=C(CCCN1C(=O)CCC1=O)Nc1ccccc1F
  -9	1	1	1	1.1	13	-6	1.1	0	1
CCc1nnc(NC(=O)CSc2nnc(Cc3ccc(OC)cc3)o2)s1
  -8	1	1.1	1	0.9	-5	-2	1	-6	1.1

# Bioassay records (PubChem)

# Outcome played no part in choosing rows; any-hit rate near 3.6%.
